Assay outcomes as filed in PubChem BioAssay.
Sm TGR block: inhibitors of Schistosoma mansoni thioredoxin glutathione reductase; Q962Y6; purified TGR, DTNB reduction, TNB absorbance 405 nm; Potency, µM (top dose mostly 114 µM), inactives show at the top dose activity change, negative = inhibition, hits mostly inhibitors; hit rate 3% among 360,000; also: potency is read from the fitted curve at half-maximal effect; % is scaled to controls: 0 for no effect and ±100 for the full control effect; nearly all actives have a fitted effect of over 60% in size
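TGR 20 nM + NADPH 100 uM (dispensed conc.), cpd preinc 15 min RT; start with NADPH (500 uM addition) then DTNB (15 mM addition). Kinetic TNB absorbance, 405 nm filter. Four-parameter Hill fit across titration.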
Shiga inhibitor: inhibitors of Shiga toxin in Vero cells; Vero cells, Shiga toxin protein synthesis inhibition reporter; inhibition, % at 38.7 µM; AID 2315; hit rate 9.2% among 290,000; in the data active = inhibition mostly above about 28%, no sharp cut-off; inactive = mostly below about 43%; also: 0% is about no effect
Pf growth 48h: inhibits P. falciparum growth in the first generation, 48 h; P. falciparum luciferase growth in erythrocytes, 48 h; Potency, µM (doses to about 28.7 µM), without a hit: top-dose activity change, negative = inhibition, most hits filed as inhibitors; hit rate 5.9% among 310,000; also: potency is read from the fitted curve at half-maximal effect; % is scaled to controls: 0 for no effect and ±100 for the full control effect
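Firefly luciferase activity from engineered P. falciparum reports growth; inhibitors lower the luminescent signal. Cultures contained 2% hematocrit erythrocytes at 0.1% final parasitemia.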
Pf growth 96h: P. falciparum growth inhibition at 96 hours; P. falciparum luciferase reporter growth, 96 h; Potency, µM (series often up to 28.7 µM), inactives show at the top dose activity change, negative = inhibition, hits mostly inhibitors; hit rate 6.9% among 320,000; also: potency is read from the fitted curve at half-maximal effect; % is scaled to controls: 0 for no effect and ±100 for the full control effect
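Infected RBCs, 2% Hct / 0.05% parasitemia final; luciferase-reporter P. falciparum; cpd 96 h, 37 C, 5% CO2; luciferase detection reagent; luminescence.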
Cycloheximide cs: counter-screen hit for Shiga toxin inhibitors, cycloheximide | cell reporter, cycloheximide protein synthesis inhibition counterscreen | hit rate 12% among 300,000 | max response, % | AID 2314; in the data active = max response mostly above about 13%, no sharp cut-off; inactive = mostly below about 14%; also: read at 38.3 µM for the half of the compounds with a filed dose; 0% is about no effect
FBPA Giardia inh: inhibitors of Giardia lamblia fructose-1,6-bisphosphate aldolase; A8B2U2; purified Giardia FBPA; Potency, µM (series often up to 59.6 µM), for inactives: at the highest dose activity, negative = inhibition, most hits filed as inhibitors; hit rate 0.71% among 290,000; AID 2451; also: potency is read from the fitted curve at half-maximal effect; % is scaled to controls: 0 for no effect and ±100 for the full control effect; nearly all actives have a fitted effect of over 55% in size
Target sequence (A8B2U2 whole entry, looked up): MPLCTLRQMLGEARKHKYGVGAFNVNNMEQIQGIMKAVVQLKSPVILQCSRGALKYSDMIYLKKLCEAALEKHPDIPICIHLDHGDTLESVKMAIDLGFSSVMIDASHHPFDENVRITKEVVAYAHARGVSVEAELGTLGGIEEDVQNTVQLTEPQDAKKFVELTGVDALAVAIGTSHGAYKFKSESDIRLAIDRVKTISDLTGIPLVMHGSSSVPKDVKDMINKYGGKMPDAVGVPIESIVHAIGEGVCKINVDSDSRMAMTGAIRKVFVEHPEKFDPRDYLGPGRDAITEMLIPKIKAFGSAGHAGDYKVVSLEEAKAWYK
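40 nM FBPA preincubated 10 min at RT with compound (up to 57.5 uM final), then substrate plus GAPDH/TPI/NAD/arsenate coupling and diaphorase/resazurin added. Fluorescence read after 20 min at RT, 525/598 nm.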
* marks the source's active call; other numbers are inactive results; i = inactive; ? = inconclusive; . = no result given; [ ] = dose if it differs, or a comment. Unless noted, calls follow the shape of the dose curve; as a rule, active = well fitted curve in the direction sought with a large enough effect; inconclusive = small, poorly fitted or top-dose-only effect, or another doubt; inactive = no such curve, though single readings can be large; an effect the other way counts as inactive or inconclusive.

Each structure is followed by: Sm TGR block, Shiga inhibitor, Pf growth 48h, Pf growth 96h, Cycloheximide cs, FBPA Giardia inh
Cc1ccc(N(CC(=O)NCc2ccc(F)cc2)S(=O)(=O)c2c(C)n[nH]c2C)cc1
  -4%, -2, -34%, 3%, -7, -7%
COc1cccc(OC)c1C(=O)Nc1cccc(NC(=O)c2cccs2)c1
  0%, 2, 7%, ?, -1, -9%
CCOC(=O)C(C)On1c(SC(C)C(=O)OCC)nc2ccccc2c1=O (stereo not drawn)
  -17%, 18, 10%, -9%, -1, 5%
CN(C)C(=O)c1c2c(nc3ccccc13)-c1ccccc1CC2
  -1%, -19, -2%, 53%[activator], -3, 1%
CCNC(=O)N1CCNC(=O)C1CC(=O)OC (stereo not drawn)
  1%, 5, 6%, ?, 17, 4%
CCOc1ccc(N(C)S(=O)(=O)c2ccc3[nH]cc(C(=O)NCC(OC)OC)c(=O)c3c2)cc1
  0%, -7, ?, 11%, -1, 6%
CC(=O)CCC(=O)NC1CCCc2c1cnn2-c1ccc(C(C)(C)C)cc1 (stereo not drawn)
  -16%, 13, 9%, -32%, 2, -1%
COC(=O)c1cc(S(=O)(=O)N2c3ccccc3CC2C)c[nH]1 (stereo not drawn)
  -9%, -2, 25%, -23%, -2, -5%
Fc1ccc(NC(=S)Nc2nccs2)cc1
  ?, 75*, 13µM*, 0.29µM*, 50*, ?
Cc1nnc(SCC(=O)NN2C(=O)NC3(CCCCC3)C2=O)s1
  0%, 2, 4%, -13%, -2, -1%
CCCCc1ccc(NC(=O)c2c(C)noc2C)cc1
  -17%, 8, 11%, 8%, 20, -13%
CCCCOc1cccc(C2C(C(=O)c3ccc(C)o3)=C(O)C(=O)N2c2nnc(C)s2)c1 (stereo not drawn)
  ?, -3, 57%[activator], -13%, 1, -13%
Cc1cc(C)cc(NC(=O)CN(Cc2ccccc2)S(C)(=O)=O)c1
  -14%, -3, -4%, 8%, -5, 4%
CCc1nnc(NC(=O)c2cc(S(=O)(=O)N3CCN(c4ccccc4)CC3)ccc2Cl)s1
  10%, 28, -2%, 6%, 6, 10%
CC1CCCC(NC(=O)COC(=O)c2ccc3ccccc3n2)C1C (stereo not drawn)
  -18%, -9, ., 15%, -2, 8%
Brc1cc(Br)c2nc3c(cc2c1)CCC3
  11%, -6, 16%, 20%, -2, 8%
O=C(NCc1ccccc1)[C@]1(C(F)(F)F)C[C@H](CCC2CCCCC2)CCCO1
  ., 14, ., ., 1, 0%
CC1(C)C(=O)NCCN1C(=O)CCCC(=O)O
  8%, -7, 29%, 30%[activator], -1, 0%
CC(C)CCn1c(=O)c2ccccc2n2c(CN3C(=O)NC4(CCC(C)CC4)C3=O)nnc12 (stereo not drawn)
  -2%, -3, ?, ., -4, 1%
CCOC(=O)CSc1nnc(SCCN2C(=O)c3ccccc3C2=O)s1
  -15%, 18, ., 4%, 1, 1%
C=CCNC(=O)/C(=C/c1ccccc1OCC)NC(=O)c1ccccc1
  0%, -12, 4%, ?, -3, 4%
CC1(C)CC(=O)C2=C(C1)N=C1c3ccccc3C(=O)C1C2c1ccc(Cl)cc1 (stereo not drawn)
  -30%, -8, ?, ?, -2, -18%
CC(C)C(=O)N1CCN(c2ccccc2NC(=S)NC(=O)c2cccs2)CC1
  -22%, -8, ?, 2%, 10, -4%
CCOC(=O)c1ccc(Oc2cn[nH]c2-c2ccc(O)cc2O)cc1
  3%, 0, ?, ?, -2, -4%
Cc1ccc2[nH]c3ccccc3c(=O)c2c1
  ?, 48*, ., 34%[activator], 28*, 12%
Nn1c(SCC(=O)Nc2ccc(S(N)(=O)=O)cc2)nnc1-c1ccco1
  -17%, -10, -19%, 13µM*, -4, 3%
O=C1c2ccccc2NC(c2ccccc2Br)N1CCCN1CCOCC1 (stereo not drawn)
  -6%, 16, ?, 10µM*, 0, -12%
Cc1cc(C)c(S(=O)(=O)NCCn2ccc3ccccc32)c(C)c1
  12%, 14, -16%, 73%[activator], 5, 3%
CCc1nnc(NC(=O)CSc2ncnc3c2cnn3-c2ccc(OC)cc2)s1
  0%, -9, 57%[activator], 0.0037µM*, -1, .
COc1cc([N+](=O)[O-])cc(/C=N/NC(=O)c2cncc(Br)c2)c1O
  0%, -7, ?, ?, 0, 21%

3 records picked at random from the list so far, as already listed:
Each structure is followed by: Sm TGR block, Shiga inhibitor, Pf growth 48h, Pf growth 96h, Cycloheximide cs, FBPA Giardia inh
CC(=O)CCC(=O)NC1CCCc2c1cnn2-c1ccc(C(C)(C)C)cc1 (stereo not drawn)
  -16%, 13, 9%, -32%, 2, -1%
CCOC(=O)CSc1nnc(SCCN2C(=O)c3ccccc3C2=O)s1
  -15%, 18, ., 4%, 1, 1%
CC1(C)C(=O)NCCN1C(=O)CCCC(=O)O
  8%, -7, 29%, 30%[activator], -1, 0%

Other results:
Each structure is followed by: Sm TGR block, Shiga inhibitor, Pf growth 48h, Pf growth 96h, Cycloheximide cs, FBPA Giardia inh
CN1CCN(CCCCOc2ccccc2C=O)CC1
  ., -21, ?, 33%[activator], 7, ?
COc1ccc(-c2nnc(SCC(=O)N3CCCC3)o2)cc1
  0%, 67*, 83%[activator], -18%, 33*, 1%
COc1nc(Nc2ccc(O)cc2)nc(OC(C(F)(F)F)C(F)(F)F)n1
  -5%, -9, -10%, ., -3, -3%
CCCCC(CC)Cn1c2nc3ccccc3nc2c2c(=N)oc(C)nc21 (stereo not drawn)
  0%, -11, ?, -2%, -2, -5%
COc1cc(NC(=O)CN2C(=O)CSc3ccc(S(=O)(=O)N4CCCC4)cc32)cc(OC)c1
  -4%, 11, ?, 7%, 12, 1%
COC(=O)[C@@H](NC(=O)c1ccc(OC2CCN(Cc3ccccn3)CC2)cc1)C(C)C
  0%, 37, -17%, 22%, -3, 3%
Cc1ccc(/C=N/NC(=O)NC2CCCCC2)o1
  -9%, 41*, 13%, -6%, 21*, -1%
O=C(CN1CCN(c2ncccn2)CC1)NCc1ccc2c(c1)OCO2
  -7%, -8, -26%, ?, 6, 1%
CC(C)C[C@H](NC(=O)c1[nH]cnc1C(=O)N[C@@H](Cc1ccccc1)C(=O)OCc1ccccc1)C(=O)OC(C)(C)C
  -15%, 2, ?, ?, -1, -9%
COc1cc(OC)cc(C(=O)N[C@H](C(=O)Nc2cc(C)cc(C)c2)C(C)C)c1
  2%, -7, ?, ?, 4, 3%
Cc1cc(C)cc(-n2ccnc2SCC(=O)O)c1
  5%, -5, i, 172%[activator], 1, 5%
Cn1c(=O)c2c(nc(N/N=C/c3ccc(OC(=O)c4ccco4)cc3)n2Cc2ccc(F)cc2)n(C)c1=O
  -15%, -3, ?, ?, -2, -23%
O=C(Cc1ccc(F)cc1)Nc1cccc2cccnc12
  -4%, 36*, 15%, -15%, -3, -3%
Cc1nc2c(Br)c3nc(C(F)(F)F)[nH]c3c(Br)c2[nH]1
  4%, -12, 9%, 20%, -2, ?
O=C(NCc1ccccc1)c1csc2c1CCCCC2
  3%, 46, ., ., 22, -1%
CCC(C)(C)n1nnnc1C(c1ccc(OC)cc1)N1CCN(C(=O)c2ccco2)CC1 (stereo not drawn)
  -5%, 5, -26%, 25%, -2, 12%
CC(C)CNC(=O)CN1C(=O)NC2(CCc3ccccc32)C1=O (stereo not drawn)
  10%, -14, 21%, 20%, -3, 6%
CCCCC1=CC2=CC(=O)C(C)(OC(=O)CC)C(=O)C2=CN1CCCCO (stereo not drawn)
  -30%, -4, 42%[activator], ?, -5, ?
O=C(Nc1ccc(N2CCN(Cc3ccccc3)CC2)cc1)c1ncn[nH]1
  5%, -17, 5.9µM*, ., 0, 6%
Cc1ccccc1Cn1cc(S(=O)(=O)CC(=O)N2CCCCC2)c2ccccc21
  -1%, -2, -5%, 10%, -1, 2%
C=CCNc1nc(NCC)nc(N2CCOCC2)n1
  1%, -19, 7%, ?, 3, 1%
CN(C)CCCN(C(=O)COc1ccccc1)c1nc2c(F)cccc2s1
  -9%, -2, 4%, 48%[activator], -6, 0%
CCN(CC(=O)Nc1ccc2c(c1)OCCO2)S(=O)(=O)c1cccs1
  -1%, 52*, ., 31%[activator], 28*, -18%
COc1ccc2ccccc2c1/C=N/NC(=O)c1sc(N)c(C#N)c1C
  -5%, 27, ?, 19%, 10, -7%
CC1CCC(C(C)C)C(OC(=O)c2ccccc2N)C1 (stereo not drawn)
  ., -5, -21%, ?, -1, -7%
CCCCC(=O)N1C/C=C\C(c2ccc(OC)cc2)N(Cc2ccc(F)cc2)C(=O)C1Cc1ccccc1 (stereo not drawn)
  ., 3, ., ., -5, -5%
O=C(CSc1nc(=O)n(CCCN2CCOCC2)c2c1CCCC2)Nc1ccc(F)cc1
  -1%, ., 0%, -12%, ., .
O=C(C1CC(=O)N(c2ccccc2)C1)N1CCCCCC1 (stereo not drawn)
  -23%, -1, 31%[activator], ?, 2, 2%
CN=C1N[C@H](c2ccccc2)N(c2ccccc2)S1
  ., 28, ., ., 27*, 22µM*
CCOc1ccccc1CNc1nc2ccccc2n1C
  -31%, 10, -29%, 3%, 7, -5%

Profiles, quoted from the list. Order of values: Sm TGR block	Shiga inhibitor	Pf growth 48h	Pf growth 96h	Cycloheximide cs	FBPA Giardia inh
Cc1cc(C)c(S(=O)(=O)NCCn2ccc3ccccc32)c(C)c1 reads 12%	14	-16%	73%[activator]	5	3%
CCc1nnc(NC(=O)CSc2ncnc3c2cnn3-c2ccc(OC)cc2)s1 reads 0%	-9	57%[activator]	0.0037µM*	-1	.
Cc1ccccc1Cn1cc(S(=O)(=O)CC(=O)N2CCCCC2)c2ccccc21 reads -1%	-2	-5%	10%	-1	2%

New compounds follow
Each structure is followed by: Sm TGR block, Shiga inhibitor, Pf growth 48h, Pf growth 96h, Cycloheximide cs, FBPA Giardia inh
Cc1nc(N)sc1-c1nnc(SCC(=O)Nc2nccs2)n1C
  5%, -20, 9%, ., -3, -9%
O=C(CN1CCOCC1)N1CCCc2ccccc21
  ., 17, 12%, ?, 6, 13µM*
O=C(O)CC(Cc1ccccc1)C(=O)Nc1ccc([N+](=O)[O-])cc1 (stereo not drawn)
  -5%, -18, 10%, 47%[activator], 12, 0%
O=C(O)CCC(=O)Nc1ccc(OCC2CCCO2)cc1 (stereo not drawn)
  7%, 4, -5%, 0%, -3, 3%
O=C(Nc1ccccc1C(=O)N1CCCC1)c1ncoc1-c1cccc(Cl)c1
  8%, 16, 14%, ?, -1, 4%
Cc1ccc(CCC(=O)Nc2ccc(C)c(C)c2)o1
  -27%, 17, 38%[activator], 37%[activator], 19*, .
CCCOc1ccc(C2C(C(=O)c3ccc(C)o3)=C(O)C(=O)N2Cc2ccco2)cc1OCC (stereo not drawn)
  -2%, -8, 30%, 49%[activator], -1, 1%
CCn1c2ccc(F)cc2c2nc3ccccc3nc21
  -15%, -2, 29%, -4%, -3, -9%
O=C1CCCC2=C1C(c1ccc(O)cc1)c1c(ccc3ccccc13)N2 (stereo not drawn)
  25µM*, -8, ?, ?, -3, 4%
CC(C)CCNS(=O)(=O)c1cc2c3c(c1)CCN3C(=O)CC2
  -23%, -5, 6%, -4%, 1, 0%
C=CCn1c2ccccc2c2nnc(SCC(=O)OCN3C(=O)c4ccccc4C3=O)nc21
  10%, -9, 6%, -22%, -1, 6%
O=C(Nc1ccc(Br)cc1)c1csc(-c2ccncc2)n1
  13%, 10, -19%, ?, 15, -10%
CCOc1ccc(N(C(C)C(=O)N/N=C(\C)C(C)(C)C)S(C)(=O)=O)cc1 (stereo not drawn)
  0%, -23, 1%, -10%, -4, 2%
O=C(NC1CCCCC1)C(c1ccc2ncccc2c1)N(Cc1ccccc1)C(=O)c1cccs1 (stereo not drawn)
  1%, 1, 10µM*, ?, -2, -2%
CCOC(=O)CC(=O)CSc1nc(C)cc(C)c1C#N
  -4%, -10, 26%, -21%, 0, 7%
Nc1nnc(SCC(=O)Nc2ccc(Cl)c(C(=O)O)c2)s1
  8%, -5, 18%, ?, -5, -5%
N/C(=N\OC(=O)Cc1cccc2ccccc12)c1ccccn1
  -9%, 161*, ., 6%, 49*, 3%
